Screens (PubChem BioAssay)
p97 inhibitor = blocks human p97 ATPase activity; recombinant p97 ATPase, Kinase-Glo ATP luminescence, 3 h; inhibition, % at 8 µM; hit rate 0.42% among 220,000; AID 1481; in the data active = inhibition above about 15%;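 also: 0% = DMSO vehicle and 100% = wells lacking enzyme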
Furin inhibitor = inhibitors of human furin; P09958; purified furin, fluorogenic substrate cleavage; inhibition, % at 30 µM; hit rate 0.061% among 220,000; in the data active = inhibition above about 25%; also: inactives centre near -15
Target sequence (P09958 108-714 limits assumed): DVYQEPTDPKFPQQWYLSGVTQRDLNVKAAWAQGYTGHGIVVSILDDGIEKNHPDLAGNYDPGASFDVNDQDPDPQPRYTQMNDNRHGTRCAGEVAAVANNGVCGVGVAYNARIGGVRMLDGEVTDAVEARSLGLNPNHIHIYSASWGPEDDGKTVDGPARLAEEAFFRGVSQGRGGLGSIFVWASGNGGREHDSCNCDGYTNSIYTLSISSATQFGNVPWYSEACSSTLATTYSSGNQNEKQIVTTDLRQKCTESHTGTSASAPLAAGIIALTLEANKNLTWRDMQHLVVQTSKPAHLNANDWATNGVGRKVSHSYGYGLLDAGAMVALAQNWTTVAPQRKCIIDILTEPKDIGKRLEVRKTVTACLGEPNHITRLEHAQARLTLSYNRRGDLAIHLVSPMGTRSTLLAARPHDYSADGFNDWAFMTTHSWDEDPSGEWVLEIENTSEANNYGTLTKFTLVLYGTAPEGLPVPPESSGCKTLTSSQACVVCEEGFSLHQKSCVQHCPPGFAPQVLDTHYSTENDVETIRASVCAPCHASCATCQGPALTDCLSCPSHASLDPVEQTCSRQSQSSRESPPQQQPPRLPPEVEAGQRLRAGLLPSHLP
p47phox inh = blocks human p47phox regulatory protein of NADPH oxidases; hit rate 0.53% among 220,000; inhibition, % at 24.7 µM; P14598; p47phox/p22phox peptide binding, fluorescence polarization, 2 h;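 active = inhibition above about 30%, limit read from the data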;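 also: 0% = p47phox with labelled peptide and 100% = labelled peptide alone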
Runt-CBFb FRET = inhibitors of human RUNX1 Runt domain binding to CBFb; Cerulean-Runt/Venus-CBFb FRET ratio 530/480, 1 h; hit rate 0.46% among 220,000; inhibition, % at 20 µM; Q01196+Q13951; AID 1496;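 active = inhibition over about 50% at 20 µM in the single-dose screen, limit read from the data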;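 also: 0% = DMSO wells and 100% = excess unlabeled CBFb competitor control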
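Doses: 20 µM compound in 1% DMSO | Material: Cerulean-labeled Runt domain protein | Amount: Each fluorescent fusion protein 100 nM | Schedule: Two 1 h room-temperature incubations shielded from light | Measured by: FRET fluorescence | Evaluation: Loss of energy transfer signal | Controls: Unlabeled CBFb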
m-calpain inh = inhibitors of pig calpain II; purified calpain II, fluorogenic peptide substrate, 30 min; inhibition, % at 16 µM; hit rate 0.37% among 220,000; AID 1236;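 active = inhibition above about 50%, limit read from the data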
Tb hexokinase = blocks Trypanosoma brucei hexokinase 1 activity; recombinant TbHK1, G6PDH-coupled NADH A340; hit rate 0.11% among 220,000; inhibition, % at 10 µM;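 active = inhibition of 50% or more in the single-dose primary screen; inactive = inhibition below 50%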
EBV gp42 inh = EBV gp42 inhibition. AID 1085. hit rate 0.42% among 220,000. Fluorescence polarization binding assay, mP read-out. inhibition, % (tested at 21.74 µM); in the data active = inhibition above about 50%
Target sequence (Q1HVG2 whole entry, looked up): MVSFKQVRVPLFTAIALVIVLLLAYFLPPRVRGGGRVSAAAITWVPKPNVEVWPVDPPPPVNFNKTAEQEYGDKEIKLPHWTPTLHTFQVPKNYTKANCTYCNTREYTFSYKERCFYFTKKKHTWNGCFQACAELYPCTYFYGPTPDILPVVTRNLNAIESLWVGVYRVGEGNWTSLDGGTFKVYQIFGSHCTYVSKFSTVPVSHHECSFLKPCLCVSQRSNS
Runt-SMMHC FRET = inhibitors of human RUNX1 Runt domain binding to CBFb-SMMHC. hit rate 0.74% among 220,000. AID 1434. Cerulean-Runt/Venus-CBFb-SMMHC FRET ratio 530/480, 1 h. inhibition, % at 20 µM. Q01196+Q13951;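 active = mean inhibition across duplicate retests at 20 µM reaching about 50%, limit read from the data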;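 also: 0% = DMSO wells and 100% = wells with excess untagged CBFb-SMMHC; inhibitors lower the FRET ratio by blocking Runt binding to CBFb-SMMHC; some results filed as inactive read as strong as hits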
RBBP9 inh = blocks human serine hydrolase RBBP9 | AID 1515 | recombinant RBBP9, FP-Rh probe fluorescence polarization | inhibition, % at 7.94 µM | hit rate 0.2% among 220,000 | O75884;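 active = inhibition above the campaign mean of all tested compounds plus 3 SD, cut at about 14% in these data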;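 also: plate controls were DMSO wells with RBBP9 for no effect and wells lacking RBBP9 protein for full effect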
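System: RBBP9 protein / Buffer or medium: Tris/NaCl buffer pH 8.0 with 0.1% Pluronic / Probe or stimulus: Serine-hydrolase probe FP-Rh, 375 nM pre-mixing / Dosing: 7.94 µM single dose, 0.794% DMSO / Times: enzyme-compound preincubation 30 min, then probe labeling 45 min, 25 °C / Technique: fluorescence polarization (mP), excitation 525 nm, emission 598 nm / Replication: singlicate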
Numbers without * were called inactive; x = not tested or not shown; [ ] = remark or other dose.

no.	molecule	p97 inhibitor	Furin inhibitor	p47phox inh	Runt-CBFb FRET	m-calpain inh	Tb hexokinase	EBV gp42 inh	Runt-SMMHC FRET	RBBP9 inh
1	CCc1ccc(CNCc2ccc(F)cc2)cc1	-2	-7	-4	-1	7	7	1	-1	-3
2	CC(=O)OCC(OC(C)=O)C(OC(C)=O)C(OC(C)=O)C(=O)Nc1ccccc1 (stereo not drawn)	3	-13	-4	3	-8	-2	-14	-7	-2
3	COC(=O)[C@H](C)NC(=O)NCc1ccco1	7	-9	-8	-2	22	3	-10	3	11
4	Cc1ccc(S(=O)(=O)NC2CCOC(C)(C)C2)cc1 (stereo not drawn)	-6	-6	-4	-2	13	18	-5	-2	-1
5	O=C(Nc1ncnc2sc3c(c12)CCCC3)c1ccncc1	3	-14	-6	0	-5	-6	-19	3	-5
6	COc1ccc(NC(=O)c2ccc(=O)[nH]c2)cc1S(=O)(=O)N1CCCCC1	-1	-6	4	1	-5	30	-7	-1	-7
7	N=c1c2c(-c3ccccc3)c(-c3ccccc3)oc2ncn1Cc1ccco1	-1	-21[20 µM]	-14	-1	22	-2	9	-15	3
8	COc1cccc(OCC(=O)N(Cc2nc(-c3ccc(Cl)cc3)no2)C(C)C)c1	-8	3	-5	-5	29	-15	-11	0	-10
9	Cc1cc2c(cc1[N+](=O)[O-])NC(CNC(C)C)CC2 (stereo not drawn)	5	-21	-11	0	-7	-10	-18	0	3
10	CNC(=O)c1[nH]cnc1C(=O)Nc1cccc(OC)c1	-2	-32[20 µM]	-3	2	-8	-2	-1	6	-8
11	Cc1ccc(CCNC(=O)c2cc(-c3ccncc3)nc3ccccc23)cc1	0	-13	-4	-4	-18	-16	-1	-1	-2
12	COc1ccc(CCNC(=O)CCCn2c(=O)[nH]c3cc(OC)c(OC)cc3c2=O)cc1OC	-3	-20[20 µM]	-11	-2	-13	-9	-3	-3	-1
13	CCOC(=O)C1CCCN(c2cc(C)nc3cc(-c4ccc(F)cc4)nn23)C1 (stereo not drawn)	-2	-11	-14	-6	-61	-16	-13	-2	7
14	Cn1c(=O)n(C)c2cc(S(=O)(=O)N3CCN(c4ccccc4)CC3)ccc21	-8	-14	-10	0	-17	-15	-6	1	-5
15	COC(Cn1c(C)c(C(C)=O)c(C(C)=O)c1C)OC	0	-14[20 µM]	-2	-2	22	1	-7	3	-9
16	O=C(O)c1ccc(N/N=C/c2ccc(-c3cccc(Cl)c3)o2)cc1	8	-23	-31	58*	16	-12	-7	80*	-6
17	Cc1ccccc1C(=O)N1CCN(c2ccc(NC(=O)c3cccnc3)cc2)CC1	0	-13	-3	-1	4	-5	0	1	-9
18	Nc1nc(NS(=O)(=O)c2ccc(Cl)cc2)nn1-c1ccccc1	7	-13	-11	1	7	-6	-23	-4	4
19	CCOC(=O)N1CCN(C(=O)c2oc3ccc(S(=O)(=O)N4CCCCCC4)cc3c2C)CC1	-6	-13[20 µM]	-11	-4	34	-9	-5	0	-7
20	CC(C)CCOc1ccc(C(=O)N2CCCC2C(=O)O)cc1 (stereo not drawn)	-1	-15	0	-2	-29	-2	-6	2	-9
21	O=C(c1ccccc1)c1ccc(OCC(O)CNC2CCCc3ccccc32)cc1 (stereo not drawn)	-4	-14	-8	0	25	11	-15	4	2
22	CC(=O)n1c(C=Nc2ccc(Cl)cc2)c(O)c2ccccc21	6	-10	-13	5	15	-7	125*	-16	3
23	Cc1cc(C)cc(NC(=O)c2ccc(NC(=O)C3C4CC5OC(=O)C3C5C4)cc2)c1 (stereo not drawn)	1	-27	-13	-1	-10	1	-11	1	0
24	CCC(C)(C)C1CCC(=NNc2nc3ccccc3[nH]2)CC1 (stereo not drawn)	4	-26	-3	2	12	-2	-15	6	-3
25	CCCSC(=S)NC1CCS(=O)(=O)C1 (stereo not drawn)	5	-21[20 µM]	-10	-2	1	3	-2	2	1
26	Cc1ccc(-n2ncc3c(NCc4ccc5c(c4)OCO5)ncnc32)c(C)c1	-5	-10	-6	x	15	-3	15	2	-4
27	Cc1ccc(C2NC(c3ccc(C)cc3)C(C)C(=NO)C2C)cc1 (stereo not drawn)	0	-20[20 µM]	-18	-2	-10	4	-9	2	-3
28	Cc1ccc(C2C(C#N)=C(N)Oc3n[nH]c(-c4cccs4)c32)s1 (stereo not drawn)	0	-11	-11	15	-15	0	-12	-6	-11
29	CCCCCC(=O)NN1C(=S)N(c2ccc(OC)cc2)C(=O)C1CC(=O)Nc1ccccc1 (stereo not drawn)	-1	-14	-7	0	-21	-16	-3	2	-8
30	CCc1c(C)nc(N)n2c(SCC(=O)N3CCCc4ccccc43)nnc12	0	-14[20 µM]	-4	0	2	2	-17	6	5
31	CCC(c1nnnn1CCc1ccccc1)N(Cc1ccco1)Cc1cc2cc(C)cc(C)c2[nH]c1=O (stereo not drawn)	-5	-4	x	-2	x	-5	x	-7	-18
32	CCOc1cc(C)c(S(=O)(=O)N2CCCC2)cc1C	5	1[20 µM]	-12	-1	16	-3	6	1	0
33	O=C(c1ccco1)c1cc2c(ccc3ccccc32)oc1=O	3	-28[20 µM]	-6	19	-263	5	-8	30	-1
34	COc1ccc(CCN(Cc2nc3ccccc3c(=O)[nH]2)C(=O)C2CC2)cc1	2	-24	-5	3	-10	-9	-13	1	-6
35	COc1ccc(Cl)cc1NC(=O)CSc1nnc(COc2ccccc2)n1C	-5	-20	-6	-4	-31	-3	4	-3	0
36	O=c1c2ccccc2nnn1CSc1nnc(Nc2ccccc2)s1	8	-13	-8	0	10	2	1	-5	-7
37	Cc1ccc(S(=O)(=O)N2CCCCC2)cc1NC(=O)CN1C(=O)CN(C)C1=O	-1	-13	-4	2	2	-4	-2	0	-3
38	CSCC(CO)NS(=O)(=O)c1ccc(C)cc1 (stereo not drawn)	-2	-14	-25	-3	22	-6	-8	3	-7
39	Cc1ccc2cc(CCNC(=O)c3cccs3)c(=O)[nH]c2c1C	-1	-13	-4	-1	-11	-5	1	0	-8
40	COc1ccc(CN(C(=O)c2cc3ccccc3oc2=O)C2CCS(=O)(=O)C2)cc1 (stereo not drawn)	2	2	-10	0	1	-22	-13	-3	-9
41	COc1ccc(/C=C2\C(=O)OCc3cc(OC)c(OC)cc32)cc1OC	1	-4	3	-3	-13	-23	-3	7	-4
42	CCC(=O)Oc1ccc(C(=O)Nc2cccc(C(=O)NCC(C)C)c2)cc1	4	-19	3	-2	14	-4	-18	2	-1
43	CC1C(=O)N(Cc2ccc([N+](=O)[O-])cc2)c2ccccc2N1C(=O)C1CC1 (stereo not drawn)	-1	-10	-4	0	25	0	-5	2	-8
44	CCOc1ccccc1NC(=O)c1ccoc1C	4	-22[20 µM]	-4	-1	-41	0	-2	5	-2
45	O=C(NCC1CCCO1)c1ccc(CS(=O)(=O)c2c(Cl)cccc2Cl)o1 (stereo not drawn)	2	-17	-3	0	-11	0	-4	-3	-4
46	Cn1c(=O)cc(SCC(=O)Nc2cccnc2)c2ccccc21	4	-2	-4	-1	-10	-18	-1	2	-2
47	COc1ccccc1CC(NC(C)=O)C(=O)NC1CCN(C(=O)Nc2ccccc2Cl)CC1 (stereo not drawn)	3	-25	-18	1	-34	3	-7	2	0
48	N#CC1=C(N)Oc2c(ccc3cccnc23)C1c1ccncc1 (stereo not drawn)	8	9	4	1	-6	-10	-10	-2	-12
49	N#Cc1c2n(c3c(=O)[nH]cnc13)CCCC2	5	-20	-2	-2	-1	1	-6	2	0
50	CCOC(=O)c1ccc(N2C(=O)CC(Sc3nnc(C)s3)C2=O)cc1 (stereo not drawn)	-5	3	-1	20	-6	10	-20	19	-12
51	Cc1ccc(OCC(=O)c2cc(C)n(Cc3cccs3)c2C)c([N+](=O)[O-])n1	1	-8	-28	16	9	-2	-11	8	8
52	COC(=O)C12CCC3(SCCS3)C(C(=O)OC)(CCC13SCCS3)C2	2	8	-5	0	-1	5	18	-2	-2
53	Cc1ccc(S(=O)(=O)N2CCC(C(=O)NCCN3CCCCCC3)CC2)cc1	-1	-17[20 µM]	-17	-2	-16	-3	-2	-3	-7
54	CC(=O)Nc1ccc(C(=O)OCc2ccc(F)cc2Cl)cc1	-4	-22	-9	-2	11	4	2	-1	-8
55	Cc1ccc2oc(-c3cccc(NC(=S)NC(=O)c4cccs4)c3)nc2c1	-1	-3	-18	0	5	-13	-11	-4	-2
56	O=C(Nc1ccncc1)c1ccc(C(=O)Nc2ccncc2)cc1	6	-26	-5	0	13	4	-4	4	2
57	Cc1ccccc1CC1(CO)CCCN(C(=O)c2ccc3ncccc3c2)C1 (stereo not drawn)	5	-7	-7	0	-9	0	-9	-6	-10
58	CCOc1cc2[nH]c(=O)n(CC3CCC(C(=O)NCCCOC)CC3)c(=O)c2cc1OCC (stereo not drawn)	1	-13	0	-2	-104	-18	7	-1	-10
59	O=C(Oc1cccc(C(=S)N2CCOCC2)c1)c1cccc([N+](=O)[O-])c1	4	-28	-1	1	-27	0	-9	4	-6
60	CCNC(=S)NNC(=O)CSc1nc2ccccc2n1C	3	-25	-6	3	-8	-7	-8	1	4
61	CCCCc1c(C(=O)O)cc(OC)cc1C(=O)O	5	-18	-10	-2	-18	-2	-14	-1	-10

4 compounds from above, limited to m-calpain inh.
item | compound | m-calpain inh
46 | Cn1c(=O)cc(SCC(=O)Nc2cccnc2)c2ccccc21 | -10
61 | CCCCc1c(C(=O)O)cc(OC)cc1C(=O)O | -18
54 | CC(=O)Nc1ccc(C(=O)OCc2ccc(F)cc2Cl)cc1 | 11
32 | CCOc1cc(C)c(S(=O)(=O)N2CCCC2)cc1C | 16
